Source: PubChem (Sanford-Burnham Center for Chemical Genomics)
CYP2C19 act: increases human CYP2C19 enzyme activity; activation factor at 5 µM; AID 1025; 96,000 tested, under 10 active; recombinant CYP2C19, luciferin-H EGE luminescence; stronger effect = higher value; 0 = fully inhibited enzyme, 1 = untreated enzyme;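 active = activation factor of at least 2 at 5 µM in the primary screen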;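 note: 0 = wells with 2.5 mM tranylcypromine and 1 = vehicle-only wells; values of inactives mirror those of a sister screen read the other way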
MT1-MMP txn act: activates MT1-MMP transcription | HT1080 MT1-MMP promoter luciferase reporter, luminescence, overnight; stronger effect = higher value | activation factor at 10 µM | actives 0.16% (n = 86,000);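 active = activation factor of at least 2 for MT1-MMP transcription at 10 µM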
PLAP activator: human PLAP activation; P05187; purified PLAP enzyme, luminescent substrate read-out; stronger effect = higher value; activation fold at 20 µM; actives 1.2% (n = 96,000); in the data active = activation fold above about 2
CYP2C9 activ: CYP2C9 (human) activation | P11712 | recombinant CYP2C9, luciferin-H conversion, luminescence; stronger effect = higher value; factor 1 = untreated enzyme, 0 = blocked | activation factor at 5 µM | actives 1.4% (n = 96,000);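 active = activation factor of 2 or more for CYP2C9 at a 5 µM dose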;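 note: 0 = sulfaphenazole-blocked wells and 1 = vehicle-only wells; values of inactives mirror those of a sister screen read the other way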
CD11b adhes inh: CD11b/CD18-fibrinogen binding inhibition; K562 CD11b/CD18 adhesion to fibrinogen, ATPlite luminescence; Mn2+ added to activate the integrin; inhibition, % at 10 µM; actives 0.54% (n = 93,000); AID 1497;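 active = primary inhibition of 50% or more at 10 µM, then 40% or more on retest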; note: some results filed as inactive read as strong as hits
Target sequence (P05107 whole entry, looked up, other chains not shown): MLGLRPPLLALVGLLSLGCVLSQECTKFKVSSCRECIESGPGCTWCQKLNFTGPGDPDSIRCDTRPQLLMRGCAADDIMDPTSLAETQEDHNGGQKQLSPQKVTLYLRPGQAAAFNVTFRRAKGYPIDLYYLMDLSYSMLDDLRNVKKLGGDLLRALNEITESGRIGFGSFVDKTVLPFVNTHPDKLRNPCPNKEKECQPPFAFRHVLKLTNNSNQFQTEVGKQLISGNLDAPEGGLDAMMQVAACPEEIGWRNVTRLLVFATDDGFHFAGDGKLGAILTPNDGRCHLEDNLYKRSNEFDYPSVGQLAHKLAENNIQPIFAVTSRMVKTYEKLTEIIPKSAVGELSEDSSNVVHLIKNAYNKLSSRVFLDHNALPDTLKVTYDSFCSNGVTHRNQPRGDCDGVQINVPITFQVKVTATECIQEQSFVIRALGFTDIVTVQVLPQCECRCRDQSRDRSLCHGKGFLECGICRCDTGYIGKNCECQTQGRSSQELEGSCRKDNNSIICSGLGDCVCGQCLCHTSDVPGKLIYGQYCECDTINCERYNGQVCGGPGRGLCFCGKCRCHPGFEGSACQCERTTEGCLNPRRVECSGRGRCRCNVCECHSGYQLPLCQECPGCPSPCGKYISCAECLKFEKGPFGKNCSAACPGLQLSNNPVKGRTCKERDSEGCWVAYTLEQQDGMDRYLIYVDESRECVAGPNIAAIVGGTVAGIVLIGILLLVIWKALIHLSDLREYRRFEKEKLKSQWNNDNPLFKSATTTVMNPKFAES
CD11b adhes enh: CD11b/CD18-fibrinogen binding enhancement; activation, % at 10 µM; P05107+P11215; actives 0.07% (n = 93,000); K562 CD11b/CD18 adhesion to fibrinogen, ATPlite luminescence;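 active = 10 µM primary screen giving 50% or more activity, confirmed by 40% or more on retest at that dose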; note: strong numbers were not always called active; reference of the scale not given here
CYP2C19 inhib: inhibitors of human CYP2C19. P33261. CYP2C19 Supersomes, luciferin-H EGE luminescence, 30 min. inhibition, % at 5 µM. actives 21% (n = 96,000). AID 778;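 active = CYP2C19 inhibition above a set limit at 5 µM in the primary screen, cut at about 50% in these data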;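 note: plate controls were negative control wells for no effect and 2.5 mM tranylcypromine positive control for full effect; values of inactives mirror those of a sister screen read the other way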
Pyk2 oligo antag: Pyk2 (human) oligomerization antagonism. Q14289. Q293 cells, Pyk2 FERM NanoBiT luminescence; stronger effect = lower value. z-score (the deposit names both 25 µM and 10 µM). actives 0.83% (n = 99,000);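 active = Z-score of -3 or lower, scaled per plate to the spread of control and sample wells; inactive = z-score above -3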;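 note: negative z-score means lost luminescence so less FERM oligomerization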
CYP2C9 inh: blocks human cytochrome P450 2C9; P11712; CYP2C9 Supersomes, luciferin-H conversion, luminescence; inhibition, % at 5 µM; actives 20% (n = 96,000); AID 777;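 active = blocking of liver enzyme CYP2C9 beyond about 50% at 5 µM, limit read from the data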; note: values of inactives mirror those of a sister screen read the other way
* marks the source's active call; other numbers are inactive results; nt = not tested or not shown. Hits appear at their usual frequency, and some 31% of all compounds hit somewhere here.

| CYP2C19 act | MT1-MMP txn act | PLAP activator | CYP2C9 activ | CD11b adhes inh | CD11b adhes enh | SMILES | CYP2C19 inhib | Pyk2 oligo antag | CYP2C9 inh |
| --- | --- | --- | --- | --- | --- | --- | --- | --- | --- |
| 0.7 | 1.2 | 1.4 | 1.3 | 12 | -1 | O=C(C1CCCN(S(=O)(=O)c2cccc3cccnc23)C1)N1CCc2ccccc21 (centres undefined) | 29 | nt | -29 |
| 0.9 | nt | 1 | 0.7 | -9 | -5 | O=c1oc(-c2ccco2)nc2ccccc12 | 10 | -1.1 | 35 |
| 0.9 | 1.2 | 1.3 | 0.8 | -12 | -2 | COc1ccc(CCC(=O)Nc2cc(Cl)ccc2N2CCN(C)CC2)cc1 | 14 | nt | 22 |
| 0.2 | 1.2 | 1.5 | 0 | -2 | -3 | CCOC(=O)Cn1c(CN(Cc2ccccc2)Cc2ccccc2)nc2c1c(=O)n(C)c(=O)n2C | 83* | -1.2 | 99* |
| 0.5 | 1.2 | 1.8 | 0.1 | 13 | 0 | CCC1CCCCN1CC(=O)Nc1cc(C)nn1-c1nc(C)cc(C)n1 (centres undefined) | 52* | 1.7 | 93* |
| 0.1 | 1.1 | 0.9 | 0.8 | 1 | 2 | CCOC(=O)C(NS(=O)(=O)c1ccc(Br)cc1)C(C)C (centres undefined) | 89* | -0.24 | 16 |
| 0.6 | 1 | 1 | 0.5 | -9 | -2 | Cc1ccc2[nH]c(=O)c(CN(Cc3nnnn3Cc3ccccc3)C3CCCC3)cc2c1 | 38 | 0.1 | 49 |
| 0.6 | 1 | 0.9 | 0.8 | nt | nt | CCOc1ccc(-c2nnn(CC(=O)Nc3cc(OC)ccc3OC)n2)cc1OCC | 38 | -0.62 | 16 |
| 0.9 | 1.1 | 1.4 | 0.8 | 2 | -1 | c1ccc(Cn2nnnc2C(c2cccnc2)N2CCN(c3ccccc3)CC2)cc1 (centres undefined) | 14 | -2.3 | 19 |
| 1.1 | nt | 1 | 1.2 | 12 | -4 | CC1(C)CC(=O)c2cc(OCC(=O)N3CCOCC3)ccc2O1 | -10 | -0.31 | -17 |
| 0.5 | 1.2 | 0.9 | 1 | 6 | -3 | C#CCNc1nc(C)nc2c1nnn2Cc1ccccc1F | 52* | 1.2 | 4 |
| 0.2 | 1.2 | 1.7 | 0.5 | -18 | -2 | COC(=O)c1cc(NCc2ccc3c(c2)OCO3)ccc1N1CCOCC1 | 77* | -0.85 | 52* |
| 0.6 | 1.2 | 1.1 | 0.9 | -32 | 1 | COc1ccc(CCNC(=O)c2cc(C(C)C)on2)cc1OC | 35 | nt | 6 |
| 0.5 | 1 | 1 | 0.4 | -19 | -4 | Cc1ccc2[nH]c3c(=O)n(Cc4ccncc4)cnc3c2c1 | 50 | -0.56 | 63* |
| 0.7 | 1.1 | 0.8 | 0.4 | -4 | 3 | CC(=O)Nc1ccc(S(=O)(=O)N2CCCN(S(=O)(=O)c3ccc(NC(C)=O)cc3)CC2)cc1 | 30 | 0.92 | 61* |
| 0.5 | 1.3 | 0.9 | 0.4 | 7 | 0 | CCCCc1ccc(NC(=O)OC)cc1 | 49 | -0.03 | 65* |
| 0.4 | nt | 0.9 | 0.9 | -10 | 0 | O=C(COC(=O)Cc1ccsc1)NCC1CCCCC1 | 57* | -0.19 | 8 |
| 0.3 | 1 | 1.1 | 1 | -1 | -7 | COc1cccc(CNC(=O)Cn2c(=O)oc3ccccc32)c1OC | 66* | nt | 4 |
| 0.3 | 1 | 1.4 | 1 | -12 | -3 | Cc1c(C)n(CC(O)CN2CCCCCC2)c2ccccc12 (centres undefined) | 72* | 1.4 | 4 |
| 1.1 | 1 | 0.9 | 1.1 | -4 | 0 | CCn1c(C)c(C(C)=O)c(N2CCN(c3ccccn3)CC2)nc1=S | -14 | 0.18 | -9 |
| 1 | 1.1 | 0.9 | 1 | 1 | 7 | CCCCNC(=O)OCCNC(=O)NC | 3 | 1 | 5 |
| 0.4 | nt | 0.9 | 0.5 | -49 | -1 | CCCC(=O)OCC(=O)Nc1ccc(OC(F)F)cc1 | 59* | 2.8 | 47 |
| 1 | 1.1 | 1.3 | 0.8 | -3 | -3 | CC1CN(c2nc3c(c(=O)[nH]c(=O)n3C)n2Cc2ccccc2F)CC(C)O1 (centres undefined) | 1 | 0 | 19 |
| 0.6 | 1 | 2* | 0.8 | 6 | -1 | Cc1ccc(C(C)C)c(OCC(=O)Nc2ccc3c(c2)nc(CN2CCCC2)n3C)c1 | 36 | -0.31 | 23 |
| 0.6 | nt | 1.3 | 1 | nt | nt | Cc1cc(C)c2c(-n3cccc3)nn(C)c2n1 | 38 | -0.63 | 3 |
| 1.1 | nt | 0.8 | 1.2 | -7 | -4 | CCCc1nc(C)c(-c2ccc(OC)c(OC)c2)c(=O)[nH]1 | -12 | -0.5 | -21 |
| 0.6 | nt | 1.8 | 0.5 | 6 | 0 | COc1ccc(/C=N/NC(=O)c2cccc([N+](=O)[O-])c2)cc1OC(=O)c1ccccc1 | 42 | 0.14 | 48 |
| 1.2 | 1.2 | 1 | 1.3 | -2 | 6 | O=S(=O)(c1ccc(N2CCOCC2)cc1)N1CCOCC1 | -19 | -0.72 | -32 |
| 1.1 | 0.9 | 0.9 | 0.9 | 5 | -1 | CSc1nnnn1-c1ccc(C(=O)O)cc1 | -7 | 0.36 | 5 |
| 1 | nt | 1 | 0.9 | 8 | 8 | Nc1cc(N)nc(SCC(=O)NNC(=O)c2ccc(Cl)cc2)n1 | -1 | 0.66 | 6 |
| 0.8 | 1 | 1 | 0.9 | 22 | 2 | CC1(C)Cc2ccccc2C(=NCCCC(=O)O)N1 | 20 | 0.5 | 11 |
| 0.7 | nt | 1.1 | 0.3 | 13 | -5 | O=C(Nc1ccccc1N(C(=O)c1ccco1)S(=O)(=O)c1cccs1)c1ccco1 | 29 | -0.84 | 75* |
| 0.8 | 1.1 | 1.3 | 0.3 | -2 | -1 | CCOC(=O)c1ccc2c(c1)nc(SCC(=O)c1ccco1)n2CC | 21 | -0.74 | 69* |
| 0 | 1.1 | 1 | 0 | -4 | -6 | O=C(CSc1nc2ccccc2n1CCc1ccccc1)NC1CCS(=O)(=O)C1 (centres undefined) | 96* | 0.76 | 99* |
| 0.8 | 1.1 | 1 | 0.8 | 18 | 0 | CN(C1CCCCC1)S(=O)(=O)c1ccc(NC(=O)C2CCCCC2)cc1 | 17 | -2.1 | 18 |
| 0.6 | nt | 1.1 | 0.2 | 75* | -4 | O=C(Nc1ccccc1N1CCOCC1)c1ccccc1NS(=O)(=O)c1ccc(F)c(F)c1 | 37 | -1.2 | 81* |
| 0.4 | 1 | 0.8 | 0.7 | -13 | 6 | COc1ccc(OCC(=O)NCc2cccnc2)cc1 | 58* | -1.3 | 30 |
| 0.8 | 1.2 | 1.1 | 0.5 | -4 | 4 | Clc1ccc2[nH]c3c(c2c1)CCc1cn[nH]c1-3 | 18 | -1.7 | 55* |
| 0.9 | 1.1 | 1.5 | 1 | 8 | -5 | O=C(C1COc2ccccc2O1)N1CCN(Cc2ccc3c(c2)OCO3)CC1 (centres undefined) | 14 | 0.86 | 3 |
| 0.1 | 1.5 | 0.8 | 0.1 | -4 | 3 | Cc1ccc(-c2noc(CSc3nnc(-c4ccccc4)n3C)n2)cc1 | 88* | 0.46 | 88* |

Ordered by value in CYP2C9 activ (rising): some entries from above.
Compound | CYP2C9 activ
Cc1ccc(-c2noc(CSc3nnc(-c4ccccc4)n3C)n2)cc1 | 0.1
CCOC(=O)c1ccc2c(c1)nc(SCC(=O)c1ccco1)n2CC | 0.3
O=C(C1COc2ccccc2O1)N1CCN(Cc2ccc3c(c2)OCO3)CC1 (centres undefined) | 1

Back to the main list; the 4 compounds before the break are reprinted first.
| CYP2C19 act | MT1-MMP txn act | PLAP activator | CYP2C9 activ | CD11b adhes inh | CD11b adhes enh | SMILES | CYP2C19 inhib | Pyk2 oligo antag | CYP2C9 inh |
| --- | --- | --- | --- | --- | --- | --- | --- | --- | --- |
| 0.4 | 1 | 0.8 | 0.7 | -13 | 6 | COc1ccc(OCC(=O)NCc2cccnc2)cc1 | 58* | -1.3 | 30 |
| 0.8 | 1.2 | 1.1 | 0.5 | -4 | 4 | Clc1ccc2[nH]c3c(c2c1)CCc1cn[nH]c1-3 | 18 | -1.7 | 55* |
| 0.9 | 1.1 | 1.5 | 1 | 8 | -5 | O=C(C1COc2ccccc2O1)N1CCN(Cc2ccc3c(c2)OCO3)CC1 (centres undefined) | 14 | 0.86 | 3 |
| 0.1 | 1.5 | 0.8 | 0.1 | -4 | 3 | Cc1ccc(-c2noc(CSc3nnc(-c4ccccc4)n3C)n2)cc1 | 88* | 0.46 | 88* |
| 0.1 | 1.4 | 1.1 | 0.1 | -6 | 2 | COC(=O)c1cc(O)c(OCc2ccccc2)c(O)c1 | 95* | -0.23 | 91* |
| 0.8 | 1.3 | 2* | 0.8 | 36 | -2 | CCN(CCNC(=O)C1CCN(Cc2nc(-c3cccc(Cl)c3)oc2C)CC1)c1ccccc1 | 20 | 0.32 | 19 |
| 0.8 | 1 | 1.3 | 0.4 | -5 | -2 | COC(=O)Cn1nc(-c2ccc(C)c(S(=O)(=O)N(C)C)c2)c2ccccc2c1=O | 20 | -0.35 | 59* |
| 1.2 | 1 | 1 | 1.3 | 4 | 0 | Cc1ccc(C(=O)O)cc1S(=O)(=O)N1CCC(C(=O)O)CC1 | -18 | 1 | -25 |
| 0.8 | nt | 0.9 | 0.9 | -6 | -4 | CCCNC(=S)NC1CCCC1 | 22 | 0.79 | 9 |
| 0.1 | 1.6 | 0.9 | 0 | 34 | -4 | O=C(Cc1ccccc1F)Nc1nc(-c2cccs2)cs1 | 94* | -1.3 | 99* |
| 1 | 1.2 | 1 | 1.1 | -20 | 0 | CC(=O)C1=C(c2ccccc2)NC(=O)NC1c1ccccc1OCC#N (centres undefined) | -5 | 0.29 | -9 |
| 0.7 | nt | 1.1 | 1 | nt | nt | Cc1oc(=O)c(NC(=O)c2ccc(Cl)cc2)cc1C(=O)c1ccccc1 | 27 | -0.15 | 0 |
| 0.9 | 1 | 1.2 | 0.9 | -9 | -1 | CC1(C)Cc2c(sc3c4nnnn4c4nnnn4c23)CO1 | 7 | nt | 7 |
| 0.7 | nt | 0.8 | 0.2 | -36 | 0 | CCn1c(O)c(C=NCc2cccs2)c(=O)n(CC)c1=S | 34 | -0.7 | 83* |
| 1 | 1 | 0.9 | 0.9 | -45 | 4 | COc1ccc(NC(=O)CCNC(=O)Cn2ccc3ccccc3c2=O)c(OC)c1 | -3 | 0.05 | 6 |
| 1.2 | 1 | 1 | 1.3 | -12 | -2 | O=c1[nH]cnc2nc3n(c12)CCCCC3 | -21 | 0.14 | -33 |
| 1 | 1.1 | 0.8 | 1 | -7 | -3 | CCOC(=O)C1Cc2ccccc2CN1 (centres undefined) | -1 | -0.02 | 0 |
| 0.8 | 1.2 | 0.9 | 1.1 | 2 | -2 | COc1ccc2oc(-c3ccccc3)c(C(N)=O)c2c1 | 21 | -0.37 | -11 |
| 1 | nt | 1.1 | 0.9 | nt | nt | CCOc1[nH]n(-c2ccc(Cl)cc2)c(=O)c1C=Nc1ccc(Cl)cc1 | 2 | -0.1 | 6 |
| 0.2 | 1 | 2.8* | 0.1 | 56 | -3 | COc1ccc(OC)c(C(=O)CSc2nc3ncccc3[nH]2)c1 | 79* | 0.13 | 90* |
| 1 | nt | 0.8 | 1 | 5 | -1 | Cc1cc2cc3c(cc2nc1SCC(=O)OC(C)C)OCO3 | -1 | -0.35 | -3 |
| 0.8 | 1 | 1.1 | 0.6 | -9 | 3 | O=C(NCc1ccco1)c1cccc(N2CCCC2=O)c1 | 22 | 1.6 | 38 |
| 1.1 | 1 | 0.9 | 1.1 | -20 | 2 | O=C(Cn1c(N2CCN(c3ccccc3)CC2)nc2ccccc21)c1ccccc1 | -12 | -0.45 | -11 |
